# From PubChem
# SENP6 block: SENP6 protease inhibitors, primary screen, biochemical, luminescence, uHTS; Sentrin-specific protease 6 (Homo sapiens), Q9GZR1; Recombinant SENP6 catalytic domain, aminoluciferin luminescence; inhibition, % at 10 µM; 330,000 compounds, 1.8% hits;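 active = inhibition above about 50% at the single tested dose, limit read from the data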;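 also: plate controls were DMSO wells with enzyme for no effect and DMSO wells lacking enzyme for full effect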
# PfG6PD inh: PfG6PD enzyme inhibitors, primary screen, biochemical, fluorescence intensity, uHTS | glucose-6-phosphate dehydrogenase-6-phosphogluconolactonase (Plasmodium falciparum 3D7) | AID 504690, 2011 | PfGluPho enzyme, NADPH resazurin-diaphorase fluorescence | 350,000 compounds, 0.78% hits | inhibition, % at 20 µM;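 active = inhibition reaching at least a set limit at 20 µM in the primary screen, cut at about 59% in these data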;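 also: 0% = DMSO wells with substrate and 100% = DMSO wells lacking glucose-6-phosphate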
# Apaf-1 inh: inhibitors of human Apaf-1 apoptosome, primary screen, biochemical, DEVD-Rh110 fluorescence, uHTS. inhibition, % at 20 µM. Apoptotic protease-activating factor 1 (Homo sapiens), O14727. 330,000 compounds, 0.71% hits. reconstituted apoptosome caspase-3 activity; active = inhibition of at least 40% at 20 µM;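 also: plate controls were DMSO wells for no effect and DEVD-CHO caspase inhibitor wells for full effect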
#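 Material: reconstituted apoptosome with Apaf-1, cytochrome c, caspase-9, procaspase-3, dATP / Buffer or medium: pH 7.5 Hepes buffer with CHAPS, BSA, DTT / Also added: cytochrome c with DEVD-Rh110 / Schedule: compound with Apaf-1, dATP, procaspase-3 30 min, then 50 min reaction, room temperature / Technique: rhodamine 110 fluorescence at Ex 480/Em 540 nm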
# SENP1 FRET inh: human SENP1 catalytic domain inhibitors, primary screen, biochemical, FRET, uHTS; Sentrin-specific protease 1 (Homo sapiens), Q9P0U3; recombinant SENP1 catalytic domain, CyPet-SUMO1-YPet FRET cleavage; inhibition, % at 10 µM; 360,000 compounds, 0.21% hits; AID 624204, 2012;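 active = inhibition at least 30% at 10 µM, raw YFP signal under a set limit, fluorescence ratio 0.5 to 1.5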;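 also: 0% = enzyme with DMSO and 100% = no enzyme wells; some results filed as inactive read as strong as hits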
# Target sequence (Q9P0U3 419-644 limits assumed): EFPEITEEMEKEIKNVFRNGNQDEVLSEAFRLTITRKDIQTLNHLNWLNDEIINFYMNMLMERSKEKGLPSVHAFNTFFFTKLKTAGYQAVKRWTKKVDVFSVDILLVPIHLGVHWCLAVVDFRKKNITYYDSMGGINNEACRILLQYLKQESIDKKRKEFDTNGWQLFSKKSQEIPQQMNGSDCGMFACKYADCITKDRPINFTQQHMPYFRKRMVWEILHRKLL
#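 Controls: no-enzyme wells low, DMSO-plus-enzyme wells high control. Test system: human recombinant His6-tagged SENP1 catalytic domain enzyme. Reagent: SFCypet-SUMO1-SFYpet FRET protein substrate, 25 nM final. Doses: one dose per compound, 10 µM, 0.5% DMSO. Detection: FRET, CFP and YFP emission. Timing: 50 min reaction at room temperature.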
# SENP7 block: SENP7 protease inhibitors, primary screen, biochemical, luminescence, uHTS | Sentrin-specific protease 7 (Homo sapiens), Q9BQF6 | recombinant SENP7, Z-RLRGG-aminoluciferin luminescence, 40 min | inhibition, % at 5 µM | 330,000 compounds, 1.5% hits | AID 434973, 2010;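 active = inhibition above about 50% at the single test dose, limit read from the data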;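 also: plate controls were DMSO with enzyme for no effect and no enzyme buffer wells for full effect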
# HKDC1 inh: HKDC1 hexokinase inhibitors, primary screen, biochemical, fluorescence, uHTS. Q2TB90. recombinant HKDC1, G6PDH/diaphorase resazurin coupled fluorescence. inhibition, % at 20 µM. 340,000 compounds, 0.16% hits;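 active = inhibition above about 35% when tested at 20 µM, limit read from the data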;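 also: plate controls were DMSO wells with enzyme for no effect and DMSO wells lacking enzyme for full effect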
# Target sequence (Q2TB90 whole entry, looked up): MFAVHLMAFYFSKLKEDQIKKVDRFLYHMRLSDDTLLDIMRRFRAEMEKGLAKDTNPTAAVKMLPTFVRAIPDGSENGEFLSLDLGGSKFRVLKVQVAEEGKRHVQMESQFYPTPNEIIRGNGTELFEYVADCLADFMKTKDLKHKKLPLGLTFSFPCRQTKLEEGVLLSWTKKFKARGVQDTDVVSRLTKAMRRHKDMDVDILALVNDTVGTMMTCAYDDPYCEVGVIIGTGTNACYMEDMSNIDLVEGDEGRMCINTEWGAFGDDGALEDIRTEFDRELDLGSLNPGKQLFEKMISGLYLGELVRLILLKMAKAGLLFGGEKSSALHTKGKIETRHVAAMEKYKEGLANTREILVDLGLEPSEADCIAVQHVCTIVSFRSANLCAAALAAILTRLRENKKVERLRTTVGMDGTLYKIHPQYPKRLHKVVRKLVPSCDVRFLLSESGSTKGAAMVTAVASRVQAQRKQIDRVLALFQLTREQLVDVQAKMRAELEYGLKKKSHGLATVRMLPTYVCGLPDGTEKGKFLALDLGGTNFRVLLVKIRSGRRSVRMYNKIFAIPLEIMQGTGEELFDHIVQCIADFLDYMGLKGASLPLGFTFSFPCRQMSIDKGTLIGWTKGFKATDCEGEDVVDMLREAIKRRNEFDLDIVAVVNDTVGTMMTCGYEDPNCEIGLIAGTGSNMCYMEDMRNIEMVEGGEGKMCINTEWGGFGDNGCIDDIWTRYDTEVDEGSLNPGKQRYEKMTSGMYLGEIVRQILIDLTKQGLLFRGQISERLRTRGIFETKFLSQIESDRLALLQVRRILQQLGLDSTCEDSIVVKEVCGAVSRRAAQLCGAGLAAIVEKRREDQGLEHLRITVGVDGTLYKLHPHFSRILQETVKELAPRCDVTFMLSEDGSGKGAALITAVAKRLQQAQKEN
#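 Test system: Recombinant HKDC1 (HK5) hexokinase enzyme, produced in-house | Input: HKDC1 at 5 µg/mL | Buffer or medium: Tris pH 8.0 buffer with MgCl2, Tween-20, BSA, BME | Schedule: 90 min reaction incubation at room temperature, dark | Technique: Resazurin-to-resorufin fluorescence via G6PDH and diaphorase coupling, 525/613 nm | Controls: DMSO wells with and without enzyme mix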
# SENP8 block-1: SENP8 protease inhibitors, primary screen, biochemical, luminescence; AID 2540, 2010; Sentrin-specific protease 8 (Homo sapiens), Q96LD8; inhibition, % at 10 µM; purified SENP8, Z-RLRGG-aminoluciferin cleavage; 330,000 compounds, 1.2% hits; in the data active = inhibition above about 50%
# SENP8 block-2: human SENP8 protease inhibitors, primary screen, biochemical, fluorescence, Nedd8 protein substrate, uHTS. Sentrin-specific protease 8 (Homo sapiens), Q96LD8. inhibition, % at 20 µM. AID 602440, 2012. recombinant SENP8. 360,000 compounds, 0.64% hits; in the data active = inhibition mostly above about 40%, no sharp cut-off; inactive = mostly below about 27%
# The depositor's hits bear a star; · = not tested or not shown; & = joins results of further samples. An unsorted share of the library; 3.6% or so of the library scored in one or more.
SMILES,SENP6 block,PfG6PD inh,Apaf-1 inh,SENP1 FRET inh,SENP7 block,HKDC1 inh,SENP8 block-1,SENP8 block-2
Cc1ccc(C(=O)n2nc(-n3cccc3)c3c(C)cc(C)nc32)cc1,·,11,·,4,·,-8,·,-10
O=C(NCC(=O)N1CCC2(CC1)NCCc1[nH]cnc12)c1ccccc1F,-8,6,-2,-3,1,-2,10,9
COC(C[C@H](O)[C@@H](C)[C@@H](O)COCc1ccccc1)OC,-23,-18,6,1,-12,2,-18,19
CN(CC(=O)Nc1c(Cl)cccc1Cl)C(=O)c1cc2ccccc2cc1O,-12,9,12,0,-14,4,-7,-30
CCCc1cc(C(=O)Nc2cc(OC)c(Cl)cc2OC)no1,-13,15,-5,2,-4,-4,9,4
CCn1c(/C=C/c2ccccc2C)nc2ccccc2c1=O,-14,-12,1,3,-11,-1,-5,-4
O=C(NCc1ccccc1)NCC12CC3CC(CC(C3)C1)C2,18,-9,-6,2,0,2,9,19
CCOc1cccc(C(=O)N(Cc2ccc(F)cc2)C2CCS(=O)(=O)C2)c1 (stereo not drawn),20,6,-6,1,2,-3,3,11
COc1cccc(CC(=O)OCC(=O)Nc2nnc(-c3ccccc3)o2)c1,-4,-5,2,1,1,5,-4,-97
CCc1nnc(NC(=O)CSc2nnc(-c3ccc(O)cc3)n2C)s1,-9,-4,-6,0,-4,-6,-5,25
Cn1cnnc1SCc1ccc(C(=O)O)cc1,-9,2,-6,0,-1,4,-8,30
O=C(Nc1nnc(-c2cc(Cl)ccc2Cl)o1)c1ccco1,1,-5,5,1,0,-6,0,-60
O=C(Nc1ccccc1C(=O)N1CCCC1)c1cccc(S(=O)(=O)N2CCCCCC2)c1,7,-9,7,2,2,-5,-2,28
CCOC(=O)c1oc2c(CN3CCN(C)CC3)c(O)c(CC)cc2c(=O)c1-c1nc2ccccc2s1,·,-8,·,0,·,-1,·,6
O=C(Nc1ccc(NC(=O)c2cc3ccccc3o2)cc1)c1ccco1,-14,16,-9,-1,-4,7,-8,-34
COc1ccccc1NC(=O)Nc1ccccc1Br,-6,29,-7,1,6,-10,1,17
COc1ccc(N2C(=O)c3ccccc3C2O)cc1 (stereo not drawn),13,-7,9,1,0,-1,-14,3
O=C(NCCc1ccccc1)C(=O)NCCC1CCCCN1S(=O)(=O)c1ccccc1 (stereo not drawn),0,11,15,4,-16,-1,0,6
O=C1OC(/C=C/c2ccccc2)=NC/1=C\c1cccnc1,-2,-10,-12,0,-3,9,0,-42
NCCCS(=O)(=O)O,-5,-10&13,-4,2&0,4,1&2,-3,8&-7
O=C1NC(c2ccc3c(c2)OCO3)Nc2ccccc21 (stereo not drawn),18,7,4,0,36,-2,0,-474
CC(C)N(Cc1cnn(C)c1)C(=O)c1ccc(OC2CCN(Cc3ccccn3)CC2)cc1,1,10,5,-12,6,-1,-5,3
COc1ccc(C2C(C#N)=C(N)Oc3n[nH]c(C)c32)cc1Cn1nnc2ccccc21 (stereo not drawn),4,-23,15,2,2,7,3,14
CC(=O)Nc1ccc(NC(=S)NC(=O)C2CC2)cc1,-12,-12,-15,-2,-3,1,-1,14
O=C(Nc1ccccc1Cl)NC1(C(=O)N2CCOCC2)CCCCC1,9,-8,-2,3,6,-4,2,7

# Compounds above with a furan ring, fused or not:
SMILES,SENP6 block,PfG6PD inh,Apaf-1 inh,SENP1 FRET inh,SENP7 block,HKDC1 inh,SENP8 block-1,SENP8 block-2
O=C(Nc1nnc(-c2cc(Cl)ccc2Cl)o1)c1ccco1,1,-5,5,1,0,-6,0,-60
O=C(Nc1ccc(NC(=O)c2cc3ccccc3o2)cc1)c1ccco1,-14,16,-9,-1,-4,7,-8,-34

# New compounds follow.
SMILES,SENP6 block,PfG6PD inh,Apaf-1 inh,SENP1 FRET inh,SENP7 block,HKDC1 inh,SENP8 block-1,SENP8 block-2
CC1CN(Cc2ccccc2Cl)CC(C)O1 (stereo not drawn),-23,16,-24,2,1,-8,2,15
Cc1ccc(N2CC(=O)N(NC(=O)CN3CCN(c4ccccc4)CC3)CC2=O)cc1,-16,13,-3,3,-9,-5,-17,26
N=c1ncn(CC(O)CN2CCOCC2)c2nc(N3CCOCC3)[nH]c12 (stereo not drawn),-13,-9,-2,-1,0,13,-3,5
CCSc1ncnc2c1sc1nc3c(cc12)COC(C)(C)C3,1,22,6,-4,2,3,-6,12
O=C(NCCc1ccccc1)c1nc(-c2cccs2)no1,-3,11,2,2,8,-7,-12,13
CCOC(=O)[C@@H]1[C@H]2COc3ccccc3[C@H]2N2C(=O)N(c3ccc(Cl)cc3)C(=O)[C@]12C,-17,11,16,-1,-1,1,6,21
CC1Cn2c(CCc3ccccc3)nnc2S1 (stereo not drawn),-2,-7,-4,1,-3,2,0,5
Cc1ccc(CCNC(=O)C2CCN(C(=O)N(C)C)CC2)cc1,-7,10,-12,1,3,-9,-1,8
CC(C)(C)NC(=O)C(=O)NNC(=O)c1cccc(F)c1,-6,6,-2,3,1,-11,-7,19
CC(C)(C)c1ccc(CN(Cc2ccco2)Cc2nnnn2C2CCCC2)cc1,-16,30,21,1,5,2,1,-13
O=S(=O)(Cc1ccc(Cl)cc1)Nc1ccc(Cl)cn1,-2,-16,-5,-1,5,14,4,-24
O=C(NC(=S)Nc1ccc(Cl)cn1)C12CC3CC(CC(C3)C1)C2,-4,-13,4,1,7,16,2,14
O=S(=O)(c1ccc(F)cc1)N1CCN(CC(O)COc2ccccc2F)CC1 (stereo not drawn),-32,16,0,-6,-8,-5,-6,10
Cc1sc2ncnc(Sc3nc4ccccc4s3)c2c1C,-9,·,0,·,6,·,-4,·
CN(c1ccccc1)S(=O)(=O)c1ccc(C(=O)N2CCN(c3ccccc3F)CC2)cc1,-19,0,9,1,7,-6,0,10
C(=N\Nc1nc(N2CCOCC2)nc(N2CCOCC2)n1)/c1ccco1,0,·,-12,·,5,·,2,·
COCCCNC(=O)c1cn(CC(C)C)c(=O)c2c1c1ccccc1n2C,5,5,3,-25,-9,7,-9,-331
C[n+]1ccccc1/C=C/c1ccc2ncccc2c1,3,5,9,1,12,-1,-10,-38
O=C(Cc1cccs1)Nc1nnc(-c2ccncc2)s1,17,4,-9,7,8,-9,-6,-272
CN(C)/C=C(\C(=O)c1cccc(Cl)c1)c1nnnn1-c1ccccc1,-9,-6,-8,1,11,-1,-7,9
N#Cc1c(-c2ccc(F)cc2)cc(-c2cccs2)nc1SCC(=O)O,-10,-27,9,-20,2,7,1,-266
O=C(NC1CC2CCCC(C1)N2Cc1ccccc1)C1CCCCC1 (stereo not drawn),-7,-10,-4,-1,-3,-11,3,10
COc1ccc(-c2cc(C3CCN(c4ncccc4[N+](=O)[O-])CC3)[nH]n2)cc1,-14,24,17,-2,-8,1,-14,21
CCOc1ccc(NC(=O)COC(=O)C2C3CC4OC(=O)C2C4C3)cc1 (stereo not drawn),-19,-17,6,3,6,-4,-8,6
CCc1nnc(NS(=O)(=O)c2ccc(NC(=S)NC(=O)/C=C/c3ccc(OC)cc3)cc2)s1,-7,-12,14,3,-1,7,4,22
# The list goes on.
SMILES,SENP6 block,PfG6PD inh,Apaf-1 inh,SENP1 FRET inh,SENP7 block,HKDC1 inh,SENP8 block-1,SENP8 block-2
CC1(N=Cc2cc(Cl)ccc2O)COP(=O)(NC2CCCC2)OC1 (stereo not drawn),·,-12,·,-14,·,3,·,-1
CCOC(=O)C1=C(C)N(CCCCCC(=O)O)C(=O)NC1c1ccc(Br)cc1 (stereo not drawn),-19,2,-9,1,-4,4,1,10
CCC(C)C(NC(=O)OCc1ccccc1)C(=O)OCN1C(=O)c2ccccc2C1=O (stereo not drawn),-1,-2,23,-1,12,-3,5,32
S=C(NC1CCCCC1)N1CCn2cccc2C1c1cccnc1 (stereo not drawn),4,4,-2,0,13,11,0,6
O=C(c1ccco1)c1n[nH]nc1-c1ccccc1,-8,-20,8,-1,-7,-2,-10,13
O=C(OCc1ccccc1)/C(=C/c1cccc([N+](=O)[O-])c1)NC(=O)c1ccco1,8,3,3,0,0,-2,4,1
COc1cc(NC(=O)CCNC(=O)Cn2ccc3ccccc3c2=O)cc(OC)c1OC,-20,4,-9,0,2,-5,0,5
COCCN(C(=O)COC(=O)Cc1ccc(Cl)cc1Cl)c1c(N)n(Cc2ccccc2)c(=O)[nH]c1=O,-14,4,3,-1,-7,0,-9,6
O=C1/C(=C/c2ccc(Cl)cc2)SC(=S)N1CCC(=O)N1CCCCC1CCO (stereo not drawn),4,7,22,2,0,10,6,4
CCCN1CCN(C(=O)Cn2ncc3ccccc32)CC1,-1,2,-2,0,9,6,3,-3
CC(C)COC(=O)c1ccc(N2C(=O)c3ccccc3C2=O)cc1,7,10,12,5,-8,-4,2,16

# Reformatted as tab-separated lines: 13 of the compounds above
SMILES	SENP6 block	PfG6PD inh	Apaf-1 inh	SENP1 FRET inh	SENP7 block	HKDC1 inh	SENP8 block-1	SENP8 block-2
N#Cc1c(-c2ccc(F)cc2)cc(-c2cccs2)nc1SCC(=O)O	-10	-27	9	-20	2	7	1	-266
O=C(NC1CC2CCCC(C1)N2Cc1ccccc1)C1CCCCC1 (stereo not drawn)	-7	-10	-4	-1	-3	-11	3	10
COc1ccc(-c2cc(C3CCN(c4ncccc4[N+](=O)[O-])CC3)[nH]n2)cc1	-14	24	17	-2	-8	1	-14	21
CCOc1ccc(NC(=O)COC(=O)C2C3CC4OC(=O)C2C4C3)cc1 (stereo not drawn)	-19	-17	6	3	6	-4	-8	6
CCc1nnc(NS(=O)(=O)c2ccc(NC(=S)NC(=O)/C=C/c3ccc(OC)cc3)cc2)s1	-7	-12	14	3	-1	7	4	22
CC1(N=Cc2cc(Cl)ccc2O)COP(=O)(NC2CCCC2)OC1 (stereo not drawn)	·	-12	·	-14	·	3	·	-1
CCOC(=O)C1=C(C)N(CCCCCC(=O)O)C(=O)NC1c1ccc(Br)cc1 (stereo not drawn)	-19	2	-9	1	-4	4	1	10
CCC(C)C(NC(=O)OCc1ccccc1)C(=O)OCN1C(=O)c2ccccc2C1=O (stereo not drawn)	-1	-2	23	-1	12	-3	5	32
S=C(NC1CCCCC1)N1CCn2cccc2C1c1cccnc1 (stereo not drawn)	4	4	-2	0	13	11	0	6
O=C(c1ccco1)c1n[nH]nc1-c1ccccc1	-8	-20	8	-1	-7	-2	-10	13
O=C(OCc1ccccc1)/C(=C/c1cccc([N+](=O)[O-])c1)NC(=O)c1ccco1	8	3	3	0	0	-2	4	1
COc1cc(NC(=O)CCNC(=O)Cn2ccc3ccccc3c2=O)cc(OC)c1OC	-20	4	-9	0	2	-5	0	5
COCCN(C(=O)COC(=O)Cc1ccc(Cl)cc1Cl)c1c(N)n(Cc2ccccc2)c(=O)[nH]c1=O	-14	4	3	-1	-7	0	-9	6
